Compound activity from PubChem.
Granule exo inh – blocks lytic granule exocytosis; TALL-104 LAMP-1 surface exposure, flow cytometry; cells stimulated with thapsigargin and PMA; inhibition, % at 10 µM; 0.66% of 360,000 active; AID 651702;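 active = inhibition above about 55%, limit read from the data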
ABCB6 inh MLPCN – human ABCB6 transporter inhibition. Q9NP58. K562-ABCB6 porphyrin accumulation, flow cytometry, 1 h; stronger effect = lower value. fluorescence ratio to DMSO, % at 10 µM. 0.19% of 360,000 active;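 active = fluorescence ratio to DMSO below 75%, the collection mean minus 3 SD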;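 note: signal is porphyrin accumulated inside mitochondria; 100% equals median channel fluorescence of DMSO control wells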
MC4R antag cAMP – antagonists of human melanocortin 4 receptor (MC4R); P32245; MC4R-expressing cells, MTII-stimulated cAMP, LANCE TR-FRET; inhibition, % at 6.5 µM; 0.48% of 360,000 active; AID 540295;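 active = inhibition above its plate's cutoff, the mean of tested wells on that plate plus 3 SD, cut at about 29% in these data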;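 note: 0% = Melanotan II alone and 100% = Melanotan II plus saturating MCL0020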
Target sequence (P32245 whole entry, looked up): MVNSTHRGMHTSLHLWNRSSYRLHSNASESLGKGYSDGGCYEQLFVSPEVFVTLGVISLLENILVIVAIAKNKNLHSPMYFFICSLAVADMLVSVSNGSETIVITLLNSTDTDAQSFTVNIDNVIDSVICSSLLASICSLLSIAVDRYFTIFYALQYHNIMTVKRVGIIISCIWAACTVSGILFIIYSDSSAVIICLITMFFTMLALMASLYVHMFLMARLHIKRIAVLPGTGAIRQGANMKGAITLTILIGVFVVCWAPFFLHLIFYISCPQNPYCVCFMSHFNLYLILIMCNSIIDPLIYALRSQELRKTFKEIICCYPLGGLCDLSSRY
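Assay system: U2OS cells stably expressing human melanocortin 4 receptor (MC4R) / Dosing: 6.5 µM / Timing: compound 30 min, challenge 1 h, detection 1 h / Measured by: Eu-cAMP/anti-cAMP TR-FRET, emission 671 nm / Replicates: singlicate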
HTR2A ag – mouse HTR2A agonism via beta-arrestin recruitment | P35363 | CHO-K1 mHTR2A beta-arrestin complementation, luminescence; percent of 30 µM serotonin response | activation, % at 7.6 µM | 0.66% of 360,000 active | AID 624169;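 active = activation above a run cutoff, the mean activation of all tested compounds plus 3 SD, cut at about 14% in these data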;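 note: 0% = plate median of compound wells and 100% = 30 µM serotonin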
ABHD5 PLIN5 PPI – inhibitors of human ABHD5-perilipin-5 interaction. AID 602281. Split G. princeps luciferase complementation, luminescence, 4 h. inhibition, % at 4 µM. 0.78% of 360,000 active;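 active = inhibition above the mean inhibition across every tested compound plus 3 SD, cut at about 22% in these data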;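 note: 0% = DMSO only wells and the 100% control is not disclosed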
PDI turbidity – blocks human protein disulfide isomerase activity. P07237. 0.052% of 350,000 active. inhibition, % at 10 µM. PDI insulin aggregation turbidity, A650, 90 min. AID 588391;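 active = mean inhibition across replicates of 30% or more, whatever share of single replicates reach that level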;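 note: absorbance from insulin aggregation driven by PDI reduction with DTT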
Target sequence (P07237 whole entry, looked up): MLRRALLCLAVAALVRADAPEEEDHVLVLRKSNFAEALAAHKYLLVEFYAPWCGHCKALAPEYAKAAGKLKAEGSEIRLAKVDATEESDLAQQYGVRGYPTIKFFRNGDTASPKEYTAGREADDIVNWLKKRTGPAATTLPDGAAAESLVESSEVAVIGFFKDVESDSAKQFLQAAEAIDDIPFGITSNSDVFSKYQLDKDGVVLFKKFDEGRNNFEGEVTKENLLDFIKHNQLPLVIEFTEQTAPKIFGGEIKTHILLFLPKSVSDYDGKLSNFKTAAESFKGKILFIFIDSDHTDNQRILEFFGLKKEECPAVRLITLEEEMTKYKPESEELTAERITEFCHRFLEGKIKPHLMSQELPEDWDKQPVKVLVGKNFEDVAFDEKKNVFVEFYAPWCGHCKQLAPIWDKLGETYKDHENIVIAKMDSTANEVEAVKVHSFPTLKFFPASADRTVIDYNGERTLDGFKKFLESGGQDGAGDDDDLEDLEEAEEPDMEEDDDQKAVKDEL
MC4R barr agon – agonists of human melanocortin 4 receptor (MC4R) beta-arrestin. P32245. U2OS MC4R beta-arrestin complementation, luminescence; percent of melanotan II response, DMSO zero. activation, % at 8.9 µM. 0.98% of 360,000 active. AID 540308;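 active = activation above a per-plate cutoff, the mean activation of sample wells on that plate plus 3 SD, cut at about 8% in these data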
N-glyco inh – N-linked glycosylation inhibition. AID 588692. 0.23% of 360,000 active. D54 ERlucT glycosylation luciferase reporter, 24 h; percent of 100 nM tunicamycin response. reporter increase, % at 12.5 µM;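 active = mean luciferase reporter signal, scaled so untreated is 0 and the glycosylation-blocking control 100, at or above a set limit in every replicate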;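 note: luciferase carries N-glycosylation sites so blocking glycosylation raises the light; 0% = median of neutral control wells and 100% = median of 100 nM tunicamycin wells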
Cardio protect – myocardial damage modulation in H9c2 cells; protection from H2O2 cell death, % at 20 µM; 0.63% of 360,000 active; H9c2 cardiomyocytes, H2O2 injury protection, ATPLite, 2 h;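 active = compounds giving at least 50% protection of heart cells from peroxide-induced death in the single-dose screen, raw or plate-pattern-corrected value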;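 note: 0% = DMSO wells with peroxide and 100% = DMSO wells without peroxide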
CaV13 ICDI inh – Disruptors of the CACNA1D IQ motif to Ca2+-dependent inactivation inhibitor domain association, primary screening, Förster resonance energy transfer in intact living …; AID 743397; 0.098% of 340,000 active; HEK cells, CFP/YFP FRET ICDI-IQ, plate reader, 10 min; percent FRET-ratio fall versus neutral wells; inhibition, % at 12.3 µM;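 active = mean replicate inhibition of at least 30% and at least 1% of replicates passing that level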;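 note: 0% = median of the neutral control wells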
An asterisk follows results filed as active; . = no result given; & = joins results of further samples.

mol	Granule exo inh	ABCB6 inh MLPCN	MC4R antag cAMP	HTR2A ag	ABHD5 PLIN5 PPI	PDI turbidity	MC4R barr agon	N-glyco inh	Cardio protect	CaV13 ICDI inh
Cc1cc(C)cc(C(=O)N[C@@H](C)C(=O)N2CCC3(CC2)NCCc2[nH]cnc23)c1	-1	100	3	9	0	-1	0.0	3	5	-4
CC(C)C1NC2(C(=O)c3ccccc3C2=O)C2C(=O)N(c3ccc(F)cc3)C(=O)C12 (centres undefined)	1	104	-4	4	-7	7	-0.3	1	2	-4
CCC1(C(=O)NC(=Nc2ccccc2)Nc2ccccc2)CCOC1=O (centres undefined)	-2	102	17	6	-4	-7	-1.2	4	3	-10
COc1ccc(NC(=O)N2CCCC2C(=O)NC2CCCC2)cc1 (centres undefined)	-1	98	21	3	1	-6	0.0	0	-2	-2
COC(=O)C1(C(=O)OC)C[C@H](/C=C/c2ccccc2)N(Cc2ccccc2OC)[C@@H]1c1cccs1	-3&12	.	.	-3&-6	-2&-10	.	.	.	.	-9&-7
Cn1c(=O)oc2cc(S(=O)(=O)NCCC(=O)N3CC=C(c4ccccc4)CC3)ccc21	0	97	0	0	1	4	-1.8	0	-9	-4
c1ccc(CN2CCN(c3ncnc4c3[nH]c3ccccc34)CC2)cc1	3	95	3	24*	3	-11	0.3	-5	-26	-5
O=C(O)c1cc(-c2ccc(-c3c(-c4ccc5c(c4)OCO5)noc3-c3ccsc3)cc2)nc2ccccc12	-2	101	-6	1	0	3	-2.3	3	-4	-5
CC(C)(C)C(=O)NC(=S)Nc1ccccc1N1CCCC1	-4	97	1	-4	-3	-5	2.3	-1	7	-6
O=C(NCc1cccnc1)c1cccc(S(=O)(=O)NCc2ccccc2)c1	4	96	-8	-8	-7	-10	-1.5	0	-3	-6
Cc1cccc(NC(=O)NCCc2c[nH]c3ccccc23)c1	-2	93	2	3	-1	-2	-0.7	0	-7	-3
CCN(c1ccc(OC)cc1)S(=O)(=O)c1nnc(NC(=O)COc2ccccc2)s1	1	102	0	0	-2	-8	-1.6	-1	-1	-7

More entries.
mol	Granule exo inh	ABCB6 inh MLPCN	MC4R antag cAMP	HTR2A ag	ABHD5 PLIN5 PPI	PDI turbidity	MC4R barr agon	N-glyco inh	Cardio protect	CaV13 ICDI inh
Cc1cc(NC(=O)C2(C)CCN2C(C)C)c2ccccc2n1 (centres undefined)	7	102	-2	-3	2	-3	-0.5	0	-5	-6
CCOC(=O)C1(C)CCCN(C(=O)c2ccc3ccccc3c2)C1 (centres undefined)	2	98	6	-7	1	-4	1.4	0	3	-7
O=C(O)C1CC(O)CN1C(=S)Nc1ccccc1 (centres undefined)	-6	90	0	3	-1	12	-1.6	2	-4	-6
O=C(NC(=S)NC12CC3CC(CC(C3)C1)C2)c1ccc(F)cc1	1	97	8	-1	0	1	0.1	-3	-12	-5
CCCCn1nnc(NC(=O)COc2cc(C)ccc2C(C)C)n1	-4	.	11	1	-7	-9	0.6	-1	-1	.
Cc1ccc(NC(=O)CSCC(=O)N(C)CC(=O)Nc2ccccc2C(F)(F)F)cc1	-1	97	5	-2	3	21	-1.1	0	4	-5
Cc1c(N(C)S(=O)(=O)c2cc(C(=O)Nc3ccccn3)ccc2Cl)c(=O)n(-c2ccccc2)n1C	0	101	-4	6	0	3	-3.3	-1	-2	-6
CCN1C(=O)C(CC(=O)NC2CCCCC2)N(CC)C1=O (centres undefined)	1	102	2	-1	0	-7	-1.8	2	5	-4
COC(=O)c1ccc(CSC2=NC[C@@H]3[C@@H]4C(=O)N(Cc5ccccc5)C(=O)[C@@H]4[C@](C)(C(=O)OC)N23)cc1	2	95	-1	-4	5	-1	-1.5	0	2	-5
COc1ccc(-c2cn[nH]c2-c2ccc(OC)cc2)cc1	66*	102	-4	-4	-6	-6	0.7	-12	-10	-5
O=C(CSc1nc2ccccc2s1)Nc1ccc(Cl)c(S(=O)(=O)N2CCOCC2)c1	3	90	1	0	-7	-15	-1.5	-3	-8	-5
Cc1ccccc1NC(=O)C(C)N1C(=O)c2ccccc2C1=O (centres undefined)	-13	103	12	2	-13	-12	2.7	0	0	-4

Continued.
mol	Granule exo inh	ABCB6 inh MLPCN	MC4R antag cAMP	HTR2A ag	ABHD5 PLIN5 PPI	PDI turbidity	MC4R barr agon	N-glyco inh	Cardio protect	CaV13 ICDI inh
Cc1ccc(NC(=O)c2ccc3[nH]c(=O)c(=O)[nH]c3c2)nc1	-8	104	-3	3	7	-5	-2.0	2	14	-3
O=C(CSc1ncccn1)NC1CCS(=O)(=O)C1 (centres undefined)	-3	100	1	-3	1	-3	-1.3	1	3	-9
CN(c1ccc(C(=O)NC2CC3CCC2C3)cc1)S(C)(=O)=O (centres undefined)	1	97	-2	4	0	-19	1.0	1	-17	-4
Cc1cccc2cc(CN(C(=S)NCC(C)C)C3CCCC3)c(=O)[nH]c12	-7	90	6	1	-5	9	-2.2	-3	-6	-5
COC(=O)c1ccc(CSc2ccc(S(=O)(=O)N3CCCCC3)cn2)cc1	-4	100	1	8	5	-5	0.2	2	-6	-2
COc1ccc(C(=O)N2CCCC(CNC(=O)c3ccc(F)cc3)C2)cc1OC (centres undefined)	-2	92	5	-5	-1	-8	-3.8	0	1	-2
O=C(COc1ccc(Br)cc1F)N1CCN(c2ncccn2)CC1	-5	94	20	-1	1	7	-2.0	-1	1	-7
CC(C)N1CC2(CC(c3ccccc3F)=NO2)CN1C(=O)c1ccc(C(C)(C)C)cc1 (centres undefined)	-3	96	0	5	3	2	1.1	-2	-31	-6
CC(=O)Nc1ccc(NS(=O)(=O)C(F)(F)F)cc1	-1	105	-1	-1	-5	-1	-2.8	1	1	-6
CCc1nc2ccc(C(=O)NCc3ccccc3OC)cn2c1N(CC)Cc1cccc(Br)c1	6	93	11	-4	3	7	-0.1	-4	-11	-6
COc1ccccc1N1CCN(C(CNC(=O)c2ccco2)c2cccnc2)CC1 (centres undefined)	5	93	8	10	0	.	-1.3	0	-7	-6
CCOc1c(CNCc2ccc(C(=O)O)cc2)cccc1OC	-7	101	22	3	5	0	-0.7	0	-3	-4

Next section
mol	Granule exo inh	ABCB6 inh MLPCN	MC4R antag cAMP	HTR2A ag	ABHD5 PLIN5 PPI	PDI turbidity	MC4R barr agon	N-glyco inh	Cardio protect	CaV13 ICDI inh
Cc1ccnc(NC(=O)CN(C)S(=O)(=O)c2cccc3nsnc23)c1	4	89	2	-2	5	15	-0.7	1	0	-4
Cc1cc(Br)ccc1NC(=O)CCSc1ccccc1	-1	96	9	4	-8	-11	3.5	2	-2	-8
CC1Cn2c(COc3ccccc3)nnc2S1 (centres undefined)	0	101	-6	1	0	.	-0.4	-1	22	-13
Cc1ccc(/C(N)=N/OC(=O)CCC2CCCC2)cc1	0	111	1	2	-7	2	-0.3	0	-14	16
Cc1nn(C)c(Cl)c1CN1CCCC(CCC(=O)NCc2ccccc2F)C1 (centres undefined)	2	95	1	-4	3	3	-3.2	-1	-4	-6
COc1ccc(N2C(=O)Cc3ccccc3C2=O)cc1	-4	97	0	1	-8	1	-1.0	1	6	-3
CC(C)C(NC(=O)OCc1ccccc1)C(=O)OCC(=O)NCc1ccco1 (centres undefined)	-3	94	8	1	12	-5	-2.1	-1	12	-4
COc1ccc(Cn2nnnc2C(c2ccc(N(C)C)cc2)N2CCC(C(N)=O)CC2)cc1 (centres undefined)	0	99	-1	3	3	6	-1.9	0	3	-179
O=C(Nc1ccc2c(c1)N(Cc1ccccc1)C(=O)c1ccccc1S2)NC1CC1	1	95	7	1	-6	-2	-0.8	-1	0	-4
COc1ccc(/C=N/n2c(-c3n[nH]c4c3CCC4)n[nH]c2=S)cc1OC	-3	97	7	0	-2	-6	-0.8	1	4	-5
CC(C)C(NC(=O)COc1ccccc1)C(=O)O (centres undefined)	-2	98	21	3	7	-2	-1.0	1	2	-3
Cc1ccc(S(=O)(=O)N/N=C/c2ccc(OS(=O)(=O)c3ccc(C)c([N+](=O)[O-])c3)cc2)cc1	1	98	2	-10	-2	8	-1.1	2	-17	-2

(cont.)
mol	Granule exo inh	ABCB6 inh MLPCN	MC4R antag cAMP	HTR2A ag	ABHD5 PLIN5 PPI	PDI turbidity	MC4R barr agon	N-glyco inh	Cardio protect	CaV13 ICDI inh
CS(=O)(=O)N1CCN(C/C=C/c2ccccc2)CC1	-1	93	12	0	2	-8	-1.7	-2	-6	-9
Cc1ccc(C(=O)NCC(=O)OCC(=O)NC2CCCCCCC2)cc1	-4	99	5	-7	-3	-9	-1.8	2	-5	-3
Cc1cc(C)cc(NC(=S)N(Cc2cccc(Br)c2)CC2CCC(C(=O)O)CC2)c1 (centres undefined)	2	100	4	-1	1	13	-0.8	0	5	-19
COCCN1C(=O)N[C@@H](CCc2ccccc2)[C@H](C(C)=O)[C@H]1C	-5	86	15	1	2	1	-3.3	2	4	-6
O=C(CSc1nc2ccsc2c(=O)n1Cc1ccccc1)NCC1CCCO1 (centres undefined)	3	99	5	0	-3	6	-2.1	2	-5	-1
COc1ccc(-c2cc(C(=O)N3CCCCCC3)c3ccccc3n2)c(OC)c1	-10	101	7	-3	-6	13	-4.5	0	-2	-8
CCN(CC)S(=O)(=O)c1ccc(N2CCCCC2)c(NC(=O)/C=C/c2cc(OC)c(OC)c(OC)c2)c1	0	93	3	6	-8	-13	-1.8	-3	-6	-3
Cc1nc(N2CCCCC2)c2c(C)c(C(=O)Nc3cccc(C(F)(F)F)c3)sc2n1	9	118	11	5	-10	-2	4.7	-7	-3	-4
COCCCNC(=S)NCCNc1nc2c(C)c(C)ccc2cc1C#N	0	97	1	3	0	12	-2.5	-2	0	3
Cc1nc2c(Br)cc(Br)cc2c(=O)n1-c1ccccc1NC1OCC(O)C(O)C1O (centres undefined)	-4	92	-1	7	4	8	1.4	11	0	-9
NS(=O)(=O)c1ccc(NCc2cnc3ccccc3n2)cc1	0	97	0	1	1	3	-0.5	-1	0	-5
COc1ccc2cc(CN(Cc3cccnc3)S(=O)(=O)c3ccccc3)c(=O)[nH]c2c1	-7	97	5	-5	4	-8	-1.6	-1	13	-7

The list continues:
mol	Granule exo inh	ABCB6 inh MLPCN	MC4R antag cAMP	HTR2A ag	ABHD5 PLIN5 PPI	PDI turbidity	MC4R barr agon	N-glyco inh	Cardio protect	CaV13 ICDI inh
CC(=O)c1ccc(NC(=O)CSc2nc(=O)cc(N)n2-c2ccccc2)cc1	4	99	-9	1	-6	11	-1.3	2	-5	-3
COC(=O)/C(N=Nc1c(C)n(C)n(-c2ccccc2)c1=O)=C(\C)O	-1	100	8	1	2	2	0.1	0	13	-4
Cc1nn(Cc2ccccc2Cl)c2sc(C(=O)Nc3nccs3)cc12	-6	88	-6	3	1	-3	7.2	-3	29	-3
O=C(Nc1ccc(Cl)c(S(=O)(=O)N2CCCC2)c1)c1cc(=O)[nH]c2ccccc12	8	101	-2	-6	2	-8	-1.5	1	9	-4
COc1ccc(OC)c(C=C2CCc3ccccc3C2=O)c1	-9	98	.	-7	8	.	.	17	7	-10
COC(=O)c1c(C)nc2nonc2c1N	1	93	-7	-4	0	-10	-2.2	0	0	-6
CCOc1ccccc1N1CCN(C/C=C/c2ccc(N(C)C)cc2)CC1	2	108	1	-5	3	2	0.5	-1	-4	-8

Outcome played no part in choosing rows, and some 4.2% of all compounds hit somewhere here.
